Diaphorase inh = diaphorase inhibitors and chemical oxidizers, primary screen, counter-screen for diaphorase-coupled primary assays, biochemical, uHTS, resorufin fluorescence | diaphorase resazurin-to-resorufin fluorescence, NADH, 16 min; bacterial (C. kluyveri) enzyme, not human | inhibition, % at 20 µM | actives 0.69% (n = 190,000) | AID 1217, 2008;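 active means primary screen inhibition at 20 µM above a set limit, cut at about 50% in these data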;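 further: plate controls were DMSO with full reaction for no effect and wells lacking NADH for full effect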
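controls = No-NADH positive control and DMSO neutral control | system = Clostridium kluyveri diaphorase enzyme | timing = reaction incubation of 16 min at room temperature | signal = resorufin fluorescence 544/590 nm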
TLR4-MyD88 BLA = inhibitors of TLR4-MyD88 association in cells, primary screen, cell-based, HeLa CL3-4, BLA complementation, FRET ratio; Toll-like receptor 4 (Homo sapiens) + Myeloid differentiation primary response protein …; HeLa CL3-4 TLR4/MyD88 BLA complementation; inhibition, % at 8.4 µM; actives 0.18% (n = 200,000); AID 861, 2007; in the data active means inhibition above about 25%;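 further: 0% = vehicle and 100% = reference inhibitor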
Target sequence (O00206 whole entry, looked up): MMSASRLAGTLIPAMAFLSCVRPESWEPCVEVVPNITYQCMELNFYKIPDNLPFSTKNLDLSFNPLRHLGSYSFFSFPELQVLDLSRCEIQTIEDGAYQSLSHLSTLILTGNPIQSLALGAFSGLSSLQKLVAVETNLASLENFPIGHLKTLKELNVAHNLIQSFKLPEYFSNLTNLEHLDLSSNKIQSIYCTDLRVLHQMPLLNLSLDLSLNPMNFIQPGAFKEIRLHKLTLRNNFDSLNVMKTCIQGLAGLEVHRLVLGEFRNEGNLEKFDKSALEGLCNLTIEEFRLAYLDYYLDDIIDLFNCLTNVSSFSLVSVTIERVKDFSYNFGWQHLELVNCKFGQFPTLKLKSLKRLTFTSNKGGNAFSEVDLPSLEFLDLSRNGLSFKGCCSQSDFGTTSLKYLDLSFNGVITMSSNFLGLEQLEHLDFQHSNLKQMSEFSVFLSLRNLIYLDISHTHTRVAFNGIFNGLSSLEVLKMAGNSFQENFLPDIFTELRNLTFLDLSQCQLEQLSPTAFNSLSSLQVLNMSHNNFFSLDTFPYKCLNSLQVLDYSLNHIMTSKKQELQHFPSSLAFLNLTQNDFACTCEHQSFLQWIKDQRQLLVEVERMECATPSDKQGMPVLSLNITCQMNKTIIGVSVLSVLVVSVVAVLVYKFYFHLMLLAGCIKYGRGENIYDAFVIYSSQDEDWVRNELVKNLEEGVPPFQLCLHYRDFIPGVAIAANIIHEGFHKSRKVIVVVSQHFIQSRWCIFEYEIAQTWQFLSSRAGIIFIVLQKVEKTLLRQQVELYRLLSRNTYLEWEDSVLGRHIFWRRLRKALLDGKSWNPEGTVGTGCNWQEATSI
Target sequence (Q99836 whole entry, looked up): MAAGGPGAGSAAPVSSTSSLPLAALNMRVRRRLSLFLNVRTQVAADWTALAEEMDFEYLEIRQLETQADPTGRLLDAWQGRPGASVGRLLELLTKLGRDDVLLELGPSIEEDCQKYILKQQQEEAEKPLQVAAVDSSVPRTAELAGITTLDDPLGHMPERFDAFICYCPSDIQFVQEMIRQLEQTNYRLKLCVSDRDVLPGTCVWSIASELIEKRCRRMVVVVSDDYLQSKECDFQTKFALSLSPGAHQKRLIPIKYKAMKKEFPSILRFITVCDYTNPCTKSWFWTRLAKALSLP
STAT3 activator = IL-6 driven STAT3 reporter potentiators, primary screen, U3A cells, luciferase, luminescence, MLSCN library | AID 871, 2007 | actives 0.91% (n = 190,000) | IL-6 STAT3-luciferase reporter; 100% = signal with IL-6 EC80 alone | activation (% of control), % at 5.6 µM;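 active means activation above the screen-wide mean of compound activation plus 3 SD, cut at about 130% in these data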;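 further: 0% = background luminescence of wells with medium and substrate only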
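Material: STAT1-lacking human U3A cells, STAT3 luciferase reporter | Benchmarks: IL-6-only wells as 100% reference | Probe or stimulus: IL-6 (33 ng/mL) | Timing: Compound 1 h, then IL-6 6 h at 37 °C | Detection: Luminescence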
Hsp70 act = Hsp70 transcriptional activators, primary screen, cell-based, HeLa, Hsp70 promoter luciferase, luminescence, 10 µM; HeLa Hsp70 promoter luciferase reporter; scaled: vehicle 0, proteasome-inhibitor control 100%; activation, % at 10 µM; actives 0.04% (n = 200,000); AID 1203, 2008;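 active means activation above the mean across all tested compounds plus 3 SD, cutoff set per campaign, cut at about 5.5% in these data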;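 further: 100% = MG132 at 30 µM as the positive control and 0% = DMSO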
STAT1 inh = STAT1 signaling inhibitors, primary screen, cell-based, HTS, luciferase reporter; inhibition, % at 5.5 µM; actives 0.35% (n = 200,000); NIH 3T3 STAT1-luciferase reporter, IFN-gamma, luminescence; AID 920, 2007;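 active means inhibition above a set limit, the mean inhibition across all tested compounds plus 3 SD, cut at about 34% in these data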;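 further: 0% = IFN-gamma with DMSO and 100% = IFN-gamma with 300 µM nifuroxazide; values of inactives mirror those of a sister screen read the other way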
STAT3 inh = IL-6 driven STAT3 reporter inhibitors, primary screen, U3A cells, luciferase, luminescence, MLSCN library; inhibition, % at 5.5 µM; actives 0.89% (n = 190,000); IL-6 STAT3-luciferase reporter; host cell line lacks STAT1;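 active means inhibition above the mean inhibition across all screened compounds plus 3 SD, cut at about 44% in these data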;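 further: 0% = DMSO only wells and 100% = 100 µM nifuroxazide control wells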
APP transl inh = inhibitors of APP translation via 5'UTR reporter, primary screen, APP 5'UTR luciferase, SH-SY5Y cells | SH-SY5Y APP 5'UTR-luciferase reporter, luminescence | inhibition, % at 2 µM | actives 0.82% (n = 190,000) | AID 1285, 2008;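 active means inhibition above a set limit, derived from the sample mean plus 3 SD, cut at about 45% in these data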; further: values of inactives mirror those of a sister screen read the other way
Diaph act CS = compounds boosting diaphorase resazurin reduction – biochemical, uHTS, resorufin fluorescence, counter-screen for diaphorase-coupled primary assays, primary screen; Diaphorase/resazurin coupled assay, 16 min; stronger effect = higher value; 1 = vehicle wells, 0 = NADH-free wells; activation factor at 20 µM; actives 0.005% (n = 190,000);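 active means diaphorase activity raised at least twofold by the compound at 20 µM; inactive means activation factor below 2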
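Measured by – red resorufin fluorescence at 544/590 nm excitation/emission · Test system – Clostridium kluyveri diaphorase, purified enzyme · Incubation – reaction time 16 min, room temperature · Buffer or medium – 50 mM HEPES pH 7.4 with 4.542 mM MgCl2, 0.005% Tween 20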
G6PDH counter = L. mesenteroides G6PDH inhibitors, counter-screen for G6PDH-coupled screening assays, biochemical, Leuconostoc mesenteroides enzyme | glucose-6-phosphate dehydrogenase [Leuconostoc mesenteroides] | Purified L. mesenteroides G6PDH, diaphorase/resazurin coupled fluorescence, 45 min | inhibition, % at 5 µM | actives 0.12% (n = 200,000) | AID 1020, 2008; in the data active means inhibition above about 50%
STAT1 act = STAT1 signaling activators, primary screen, cell-based, HTS, luciferase reporter; NIH 3T3 STAT1-luciferase reporter, IFN-gamma, luminescence; 100% = IFN-gamma alone, no compound; activation (% of control), % at 5.5 µM; actives 2.6% (n = 200,000);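 active means activation above the screen-wide mean activation plus 3 SD, cut at about 130% in these data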;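 further: raw ratio to IFN-gamma control signal so 100% means no change and 0% no light; values of inactives mirror those of a sister screen read the other way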
* = called active by the depositor; x = no result given. No enrichment for hits; overall some 6.1% were active at least once.

SMILES	Diaphorase inh	TLR4-MyD88 BLA	STAT3 activator	Hsp70 act	STAT1 inh	STAT3 inh	APP transl inh	Diaph act CS	G6PDH counter	STAT1 act
N#Cc1ccc(NC(=O)CCc2ccc(S(=O)(=O)N3CCOCC3)cc2)cc1	10	1	102	-0.5	0	-2	7	0.9	14	100
Cc1nnc(SCC(=O)Nc2nnc(SCc3cccc(Br)c3)s2)s1	2	-1	102	-0.5	-4	-5	6	1	-14	103
N#Cc1ccsc1NC(=O)CN1CCCCCC1	14	9	102	0.2	4	5	2	0.9	9	96
CCCOc1ccc(NC(=O)CC2C(=O)N(CC)C(=S)N2CCNC(C)=O)cc1 (configuration not stated)	13	-8	99	-0.4	-3	-2	-3	0.9	4	105
O=[N+]([O-])c1ccc(-c2ccn[nH]2)o1	10	-8	86	-0.3	3	20	-5	0.9	0	98
C=CCN(N=Nc1cccc([N+](=O)[O-])c1)c1cccc([N+](=O)[O-])c1	20	-5	92	-0.2	-3	10	x	0.8	2	105
CC(=O)Nc1ccc(Nc2ccc3c4c(cc(=O)n3C)-c3ccccc3C(=O)c24)cc1	15	-5	85	0.0	13	19	4	0.8	-3	87
COc1ccc(N(CCCN2C(=O)c3cccc4cccc(c34)C2=O)C(=O)c2cccnc2)cc1	58*	-1	110	-0.2	2	-10	-31	0.4	8	97
O=C(CN(Cc1cccs1)C(=O)c1csnn1)NC1CCCC1	17	1	103	-0.2	-6	0	8	0.8	2	105
O=C(COC(=O)c1cnccn1)c1ccc2ccccc2c1	6	5	102	-0.4	-1	-2	1	0.9	17	99
CC(O)(CS(=O)(=O)Cc1ccccc1)C(=O)Nc1cccc(C(F)(F)F)c1 (configuration not stated)	15	11	104	-0.1	-9	1	-11	0.9	7	108
CCN1CCCC1CNC(=O)c1ccccc1Cl (configuration not stated)	0	-6	108	-0.2	-1	-6	-7	1	8	101
Cc1cc(C(=O)NC(=S)Nc2cccc(NC(=O)C(C)C)c2)ccc1[N+](=O)[O-]	13	9	96	-0.3	-5	6	19	0.9	-16	104
O=C(N/N=C/c1ccsc1)C1CC1	-2	-12	104	-0.1	-6	-2	-26	1	0	104
COc1ccc(N=Cc2sc(O)c3ccccc23)cc1	-4	21	103	0.1	-82	-1	-214	1	1	173*
Cc1ccc2nsnc2c1S(=O)(=O)N1CCN(C(=O)C2CCCO2)CC1 (configuration not stated)	10	5	106	0.1	11	-3	1	0.9	-7	89
COc1cccc(-c2ccc(-c3noc(-c4cccs4)n3)c(OC)n2)c1	9	-15	105	-0.2	7	-6	-1	0.9	-1	95
Cc1cc(NC(=O)CSc2nnc(C3CC3)n2Cc2ccccc2)no1	1	9	102	-0.2	1	-3	x	1	-3	100
CC(C)c1nnc(NC(=O)c2ccc(N3C(=O)CCC3=O)cc2)s1	14	2	111	0.0	-40	-8	-5	0.9	4	136*
COCCOC(=O)C1=C(C)NC2=C(C(=O)CC(C)(C)C2)C1c1cc2c(cc1Br)OCO2 (configuration not stated)	18	2	103	-0.1	7	4	-6	0.8	6	93
Cc1cc(C)nc(SCc2nnc(SCC(=O)Nc3cc(C(F)(F)F)ccc3Cl)o2)n1	-2	0	107	5.7*	0	-5	0	1	4	100
CS(=O)(=O)c1nc(-c2ccccc2)cc(-c2ccccc2)c1C#N	18	0	107	-0.2	3	-3	10	0.8	6	97
O=C(CCC(=O)OCC(=O)c1ccc(Br)cc1)Nc1ccc(Br)c2cccnc12	14	-6	91	-0.5	2	12	4	0.9	15	98
C#CCNc1cc(C)nc2ncnn12	17	-2	99	0.3	-3	7	-11	0.8	-2	103
Cc1cc(C(=O)NCc2ccc(S(N)(=O)=O)cc2)ccc1[N+](=O)[O-]	9	-17	93	-0.2	3	6	-6	0.9	7	97
COC(=O)c1[nH]c2cccc(OC)c2c1NC(=O)CCN1CCN(c2cccc(Cl)c2)CC1	18	-6	85	-0.3	14	28	6	0.8	2	87
CC(=O)c1cc(-c2ccc(F)cc2)n(CCC(=O)Nc2cccnc2)c1C	13	-7	99	-0.2	9	9	-12	0.9	10	92
COC(=O)c1cc(NC2c3ccccc3C(=O)N2c2cccnc2)cc(C(=O)OC)c1 (configuration not stated)	20	7	105	-0.3	-5	-1	-9	0.8	-1	104
CC(C)(C)C1=C(C#N)C(c2ccc3c(c2)OCO3)C(C#N)=C(N)O1 (configuration not stated)	18	6	105	-0.4	2	1	15	0.8	3	98
CCCCNC(=O)c1ccc(CS(=O)(=O)c2ccc(OC)cc2)o1	-15	4	101	-0.1	-8	8	4	1.1	17	107
C=CCNCC#CCOc1ccc(OC)cc1	8	-11	99	0.1	-4	1	-12	0.9	-2	104
O=C(NCCCN=C1NS(=O)(=O)c2ccccc21)c1ccc(S(=O)(=O)N2CCOCC2)cc1	16	-1	99	0.0	-5	1	x	0.8	-8	105
CCn1cnc2c1c(=O)n(CC(=O)Nc1ccc3c(c1)OC(F)(F)O3)c(=O)n2Cc1ccccc1	12	0	105	-0.2	3	-1	-4	0.9	5	97
CCC(C)[C@H](N)c1cn([C@@H](Cc2ccc(O)cc2)C(=O)N2CCNCC2)nn1 (some centres not stated)	1	2	x	-0.4	-1	x	11	1	9	103
Cc1cc(C(=O)N/N=C/c2c(C)n(C)c3ccccc23)n[nH]1	5	6	92	-0.2	-1	10	-4	1	-6	101
Cc1nc(NS(=O)(=O)c2ccccc2)sc1C(C)(C)C	-5	1	103	-0.1	0	5	-10	1.1	6	100
CC(/C=N/NC(=O)c1nn(C)c(C)c1Br)=C\c1ccccc1	-5	3	93	-0.1	-36	10	-29	1	-3	132*
Cc1cc(C)c2c(n1)nn1c(NCCCN3CCOCC3)cc(C)nc21	x	1	99	-0.3	-2	5	-11	x	x	102
Brc1ccccc1-c1nnc2sc(-c3ccc4c(c3)OCCO4)nn12	27	-6	102	0.3	6	4	-6	0.7	-33	94
CCC(=O)Nc1ccccc1N1CCN(S(C)(=O)=O)CC1	6	-1	105	-0.5	3	-2	-18	0.9	-1	98
CCOC(=O)C1CCN(C(=O)C2(NC(=O)NC3CCCCC3)CCCCC2)CC1	4	-3	102	0.1	-5	3	19	1	10	104
O=C(COC(=O)CCC(=O)c1cccs1)Nc1cccc(S(=O)(=O)N2CCOCC2)c1	6	-12	103	-0.1	3	1	-17	0.9	11	98
CCC(=O)NC(=S)Nc1cccc(-c2nc3ncccc3o2)c1	16	4	93	-0.3	6	13	-23	0.8	5	95
CCOc1ccc(-c2nnc3sc(-c4ccccc4OC)nn23)cc1	x	13	97	0.1	-2	7	22	x	x	102
COc1cc(NS(=O)(=O)c2ccc(NC(=S)NC(=O)/C=C/c3ccco3)cc2)ncn1	30	11	97	-0.2	8	8	3	0.7	0	91
Cc1ccc(C2=NN(CCC(=O)NCCC(C)C)C(=O)CC2)cc1	0	-5	96	0.3	7	2	15	1	-16	93
COc1cc(CNC23CC4CC(CC(C4)C2)C3)ccc1OCc1ccccc1	5	-10	97	-0.2	-5	13	1	0.9	7	105
CNC(=S)Nc1cc(C)ccc1OC(F)F	24	1	96	0.2	-2	10	7	0.8	6	100

Two consecutive entries already listed:
SMILES	Diaphorase inh	TLR4-MyD88 BLA	STAT3 activator	Hsp70 act	STAT1 inh	STAT3 inh	APP transl inh	Diaph act CS	G6PDH counter	STAT1 act
COc1cc(CNC23CC4CC(CC(C4)C2)C3)ccc1OCc1ccccc1	5	-10	97	-0.2	-5	13	1	0.9	7	105
CNC(=S)Nc1cc(C)ccc1OC(F)F	24	1	96	0.2	-2	10	7	0.8	6	100

(more compounds)
SMILES	Diaphorase inh	TLR4-MyD88 BLA	STAT3 activator	Hsp70 act	STAT1 inh	STAT3 inh	APP transl inh	Diaph act CS	G6PDH counter	STAT1 act
c1ccc2c(c1)NCCS2	14	15	105	-0.3	-8	-2	-20	0.9	12	105
O=C(CC1C(=O)NCCN1Cc1c(F)cccc1Cl)NC1CCCC1 (configuration not stated)	13	6	101	-0.1	1	1	12	0.9	18	97
CC1CN(C(=O)C(C)Sc2nc3ccccc3s2)CC(C)O1 (configuration not stated)	15	-1	123	-0.3	-2	-24	-18	0.9	13	102
COc1ccc(CNC(=O)/C=C/c2ccco2)cc1OC	4	-10	101	-0.4	9	1	5	1	12	91
CC1=NN(c2ccccc2)C(=O)C1N=Nc1ccccc1 (configuration not stated)	15	-4	133*	-0.2	-10	-39	-94	0.8	-3	109
O=C(NC1(C(F)(F)F)C(=O)Nc2c1c(=O)[nH]c(=O)n2Cc1ccco1)C1CC1 (configuration not stated)	-1	12	101	0.1	9	5	13	1	-1	92
NC(=NCCc1ccccc1)NS(=O)(=O)c1cccs1	7	14	100	-0.3	4	3	-23	0.9	-2	96
O=C(CCCc1c[nH]c2ccccc12)N1CCN(S(=O)(=O)c2cccs2)CC1	24	9	101	-0.2	2	6	1	0.8	2	98
CCCCc1ccc(NC(=O)c2cnccn2)cc1	8	-5	48	-0.1	26	62*	-174	0.9	8	75
CCOC(=O)N1CCN(C(=S)NC(=O)c2ccnn2C)CC1	11	-1	98	-0.4	5	4	-5	0.9	9	95
CC/C(O)=C(/C#N)c1nnc2n1CCCCC2	12	7	102	-0.1	4	2	-12	0.9	10	96

Compound profiles, as listed above. Screens in order: Diaphorase inh	TLR4-MyD88 BLA	STAT3 activator	Hsp70 act	STAT1 inh	STAT3 inh	APP transl inh	Diaph act CS	G6PDH counter	STAT1 act
CC/C(O)=C(/C#N)c1nnc2n1CCCCC2 as listed: 12	7	102	-0.1	4	2	-12	0.9	10	96
O=C(CCC(=O)OCC(=O)c1ccc(Br)cc1)Nc1ccc(Br)c2cccnc12 as listed: 14	-6	91	-0.5	2	12	4	0.9	15	98
CCC(=O)NC(=S)Nc1cccc(-c2nc3ncccc3o2)c1 as listed: 16	4	93	-0.3	6	13	-23	0.8	5	95
O=C(CN(Cc1cccs1)C(=O)c1csnn1)NC1CCCC1 as listed: 17	1	103	-0.2	-6	0	8	0.8	2	105
O=C(N/N=C/c1ccsc1)C1CC1 as listed: -2	-12	104	-0.1	-6	-2	-26	1	0	104

Screening results deposited in PubChem BioAssay by several laboratories.
